High-throughput results as filed in PubChem BioAssay.
MEKK3 PB1 HTS – modulators (inhibitors or enhancers) of MEK5 binding to human MEKK3 PB1 domain; binding response (% of control), % at 10 µM; bead-based flow cytometry, Alexa488-MEK5 binding to MEKK3; actives lie on both sides; 0 = blocked by unlabeled MEK5, 100 = vehicle; 290,000 compounds, 1.4% hits;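 active = binding response more than 3 SD above or below the average of its plate-row segment, actives on both sides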;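 note: Alexa488 bead fluorescence after subtracting the streptavidin-only scavenger bead signal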
Target sequence (Q99759 whole entry, looked up, the tested form may be a part): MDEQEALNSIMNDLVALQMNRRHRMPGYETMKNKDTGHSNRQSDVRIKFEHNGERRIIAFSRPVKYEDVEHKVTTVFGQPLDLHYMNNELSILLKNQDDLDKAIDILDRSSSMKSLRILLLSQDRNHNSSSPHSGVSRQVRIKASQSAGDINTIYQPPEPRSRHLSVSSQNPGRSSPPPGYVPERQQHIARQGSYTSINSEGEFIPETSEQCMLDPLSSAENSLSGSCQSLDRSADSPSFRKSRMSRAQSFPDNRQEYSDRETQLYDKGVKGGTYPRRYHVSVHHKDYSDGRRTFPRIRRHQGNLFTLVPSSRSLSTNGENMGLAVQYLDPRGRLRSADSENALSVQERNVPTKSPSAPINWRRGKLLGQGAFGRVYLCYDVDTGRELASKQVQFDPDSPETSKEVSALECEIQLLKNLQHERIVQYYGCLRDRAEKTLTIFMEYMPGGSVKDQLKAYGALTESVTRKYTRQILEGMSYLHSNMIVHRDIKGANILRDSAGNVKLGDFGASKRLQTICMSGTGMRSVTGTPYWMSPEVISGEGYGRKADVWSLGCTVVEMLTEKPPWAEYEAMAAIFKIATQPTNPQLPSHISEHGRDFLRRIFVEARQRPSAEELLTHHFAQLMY
IDE cell inh – cellular human IDE inhibition; HEK cells, FAbetaB cleavage, fluorescence polarization; AID 434962; inhibition, % at 5.59 µM; P14735; 320,000 compounds, 0.41% hits;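 active = percent inhibition above the average of all tested compounds plus 3 SD, set per screening campaign, cut at about 16% in these data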;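 note: IDE supplied by intact live HEK cells; FP after avidin binding of uncleaved biotin substrate so inhibition keeps polarization high; 0% = DMSO wells and 100% = 60 µM reference IDE inhibitor Ii1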
PHOSPHO1 block – PHOSPHO1 (human) inhibition | Q8TCT1 | inhibition, % at 13.3 µM | recombinant PHOSPHO1, absorbance phosphatase assay | 290,000 compounds, 1.1% hits; in the data active = inhibition above about 60%
M4 PAM – CHRM4 positive allosteric modulation | CHO-K1 hM4/Gqi5, Fluo-8 calcium fluorescence, ACh EC20; 0% = ACh EC20, 100% = maximal ACh | activation, % at 3 µM | AID 624126 | P08173 | 360,000 compounds, 0.4% hits;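 active = activation above its plate's cutoff, the mean activation of sample wells plus 3 SD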; note: some results filed as inactive read as strong as hits
GalR3 antag – blocks the human galanin receptor 3. inhibition, % at 3 µM. O60755. HEK293 GalR3-CNG cAMP membrane potential fluorescence; galR3 body fused to GalR1 C-terminus. 360,000 compounds, 0.44% hits;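 active = inhibition above the screen-wide average plus 3 SD, cut at about 13% in these data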;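 note: forskolin and galanin both at EC90 stimulate the cells; cAMP rise reported by CNG channel membrane potential dye signal; 0% = forskolin plus galanin with DMSO and 100% = forskolin alone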
Target sequence (O60755 1-299 limits assumed): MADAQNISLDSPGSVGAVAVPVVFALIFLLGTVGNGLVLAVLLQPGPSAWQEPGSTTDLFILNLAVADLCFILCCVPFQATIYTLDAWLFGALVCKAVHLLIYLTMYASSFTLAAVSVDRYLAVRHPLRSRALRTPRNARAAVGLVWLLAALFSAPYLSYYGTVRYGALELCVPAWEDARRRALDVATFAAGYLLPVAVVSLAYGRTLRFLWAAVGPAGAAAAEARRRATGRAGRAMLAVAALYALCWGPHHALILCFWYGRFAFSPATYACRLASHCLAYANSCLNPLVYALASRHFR
CRFR2-BP ag – agonists of human CRF-binding protein/CRF-R2 receptor complex; HEK293 CRF-R2/CRF-BP, calcium dye fluorescence (FLIPR); percent of saturating CRF peptide response; activation, % at 13.2 µM; 350,000 compounds, 0.46% hits; AID 588473;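 active = activation of at least 50%, plus an integration ratio under a set limit after plate pattern correction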;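 note: plate controls were neutral control wells without compound for no effect and CRF at EC100 for full effect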
CRFR2-BP antag – CRF-BP/CRF-R2 complex antagonism | HEK293 CRF-R2/CRF-BP, CRF-induced calcium fluorescence | inhibition, % at 11.8 µM | 350,000 compounds, 0.59% hits;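 active = inhibition of the ligand-induced calcium signal above about 50% at the single tested concentration, limit read from the data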
IDE cell activ – activators of human insulin-degrading enzyme in cells | AID 493087 | P14735 | 340,000 compounds, 0.073% hits | activation, % at 5.96 µM | HEK cells, FAbeta-B cleavage, fluorescence polarization; 0% vehicle, 100% cell-free pure enzyme wells;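 active = activation above the mean of all tested compounds plus 3 SD, set per screening campaign, cut at about 17% in these data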
p-CIP stab down – p/CIP protein destabilization | AID 1984 | Q05BA5 | decrease of EGFP signal, % at 10 µM | F442A p/CIP-EGFP cells, EGFP fluorescence, 16 h | 290,000 compounds, 0.01% hits;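 active = EGFP signal decrease of at least 30% at 10 µM or well 3 SD below plate mean, unless failing retest; inactive = the rest, including hits failing retest or dose response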; note: some compounds called inactive have numbers as strong as hits; many of its hits are not listed in these tables
Numbers without * were called inactive.

`CCc1cc(CNC(=O)C2CCC(=O)N(Cc3cccc(F)c3)C2)on1` (stereo unspecified) gave MEKK3 PB1 HTS 99, IDE cell inh 3, PHOSPHO1 block -18, M4 PAM 8, GalR3 antag 0, CRFR2-BP ag -1.3, CRFR2-BP antag 24, IDE cell activ 6 and p-CIP stab down 16.
Screening COC(=O)c1cn(C(=O)OC)c2ccccc12 returned MEKK3 PB1 HTS 104, IDE cell inh 1, PHOSPHO1 block 4, M4 PAM 1, GalR3 antag -1, CRFR2-BP ag -0.4, CRFR2-BP antag -10, IDE cell activ 2 and p-CIP stab down -8.
`NC1=C([N+](=O)[O-])C(c2ccc(F)cc2)C2=C(CCCC2=O)O1` (stereo unspecified) gave MEKK3 PB1 HTS 98, IDE cell inh -1, PHOSPHO1 block 3, M4 PAM 4, GalR3 antag -5, CRFR2-BP ag -1.4, CRFR2-BP antag 13, IDE cell activ 5 and p-CIP stab down -1.
`Cc1ccc(SCc2c(C(=O)N/N=C/c3ccoc3)nnn2-c2nonc2N)cc1` gave MEKK3 PB1 HTS 101, IDE cell inh 0, PHOSPHO1 block 51, M4 PAM -9, GalR3 antag 5, CRFR2-BP ag 0.2, CRFR2-BP antag 3, IDE cell activ 6 and p-CIP stab down -2.
For COc1ccc(CN2CCN(C(=O)Cn3nc(C)n4cccc4c3=O)CC2)c(OC)c1OC the results were MEKK3 PB1 HTS 102, IDE cell inh 0, PHOSPHO1 block 38, M4 PAM 5, GalR3 antag -1, CRFR2-BP ag -1.3, CRFR2-BP antag 5, IDE cell activ -2 and p-CIP stab down 1.
Screening CCC(=O)Nc1ccc(C(=O)CSc2nc(N)cc(N)n2)cc1 returned MEKK3 PB1 HTS 94, IDE cell inh -4, PHOSPHO1 block -1, M4 PAM -2, GalR3 antag -6, CRFR2-BP ag 0.7, CRFR2-BP antag -11, IDE cell activ 1 and p-CIP stab down 6.
Screening CCC(C(=O)OC)n1cnc2c(cnn2-c2ccc(Cl)cc2)c1=O (stereo unspecified) returned MEKK3 PB1 HTS 103, IDE cell inh 0, PHOSPHO1 block 24, M4 PAM -3, GalR3 antag -3, CRFR2-BP ag -0.4, CRFR2-BP antag 6, IDE cell activ 1 and p-CIP stab down -2.
`O=C(O)c1cccc(NS(=O)(=O)c2ccc(Cl)c(C(=O)O)c2)c1` gave MEKK3 PB1 HTS 101, IDE cell inh -1, PHOSPHO1 block 6, M4 PAM 2, GalR3 antag -5, CRFR2-BP ag -2.6, CRFR2-BP antag 4, IDE cell activ 9 and p-CIP stab down 1.
Screening O=C(Nc1ccccc1)Nc1cccc(-c2nnco2)c1 returned MEKK3 PB1 HTS 112, IDE cell inh 9, PHOSPHO1 block 5, M4 PAM 2, GalR3 antag -2, CRFR2-BP ag 5.7, CRFR2-BP antag -5, IDE cell activ 6 and p-CIP stab down -7.
`CCn1nc(CC(=O)Nc2nnc(CC(=O)N3CCCC3)s2)c2ccccc2c1=O` gave MEKK3 PB1 HTS 102, IDE cell inh 3, PHOSPHO1 block 21, M4 PAM 6, GalR3 antag -5, CRFR2-BP ag 1.0, CRFR2-BP antag 15, IDE cell activ 4 and p-CIP stab down -1.
CCCCCNc1c(C(=O)OCC)c(=O)[nH]c2ccccc12 was read as MEKK3 PB1 HTS 109, IDE cell inh 8, PHOSPHO1 block -16, M4 PAM -4, GalR3 antag -6, CRFR2-BP ag 0.8, CRFR2-BP antag -26, IDE cell activ 1 and p-CIP stab down -8.
CCN(CC(=O)Nc1c(F)cccc1F)C(=O)c1nc2nccc(C)n2n1 was read as IDE cell inh -1, M4 PAM 7, GalR3 antag -5, CRFR2-BP ag 0.5, CRFR2-BP antag 11 and IDE cell activ 1.
CCOc1ccc2nc(NC(=S)N(C)C)sc2c1 was read as MEKK3 PB1 HTS 92, IDE cell inh 5, PHOSPHO1 block 91*, M4 PAM 6, GalR3 antag -8, CRFR2-BP ag 1.4, CRFR2-BP antag 9, IDE cell activ -5 and p-CIP stab down -16.
`O=C(CCNC(=O)N1CCn2c1nc1ccccc12)NCc1ccccc1` gave MEKK3 PB1 HTS 102, IDE cell inh -4, PHOSPHO1 block 53, M4 PAM -6, GalR3 antag -10, CRFR2-BP ag 0.7, CRFR2-BP antag -5, IDE cell activ 5 and p-CIP stab down -5.
Screening O=C(CN1C(=O)C2C3C=CC(C3)C2C1=O)Nc1ccc2c(c1)OCCO2 (stereo unspecified) returned MEKK3 PB1 HTS 101, IDE cell inh 1, PHOSPHO1 block 2, M4 PAM 2, GalR3 antag 1, CRFR2-BP ag -0.8, CRFR2-BP antag -7, IDE cell activ 5 and p-CIP stab down -2.
COc1ccc(C(=O)CCC(=O)O)cc1 was read as MEKK3 PB1 HTS 110, IDE cell inh 4, PHOSPHO1 block 4, M4 PAM 5, GalR3 antag 2, CRFR2-BP ag -0.7, CRFR2-BP antag 3, IDE cell activ 2 and p-CIP stab down -19.
CC(Oc1ccc(Cl)cc1)C(=O)NCCCn1ccnc1 (stereo unspecified) was read as MEKK3 PB1 HTS 94, IDE cell inh 0, PHOSPHO1 block -2, M4 PAM 7, GalR3 antag -4, CRFR2-BP ag -0.6, CRFR2-BP antag 8, IDE cell activ 3 and p-CIP stab down -7.
`Cc1cc(CNC(=O)COc2ccc([N+](=O)[O-])cc2)c2ccccc2n1` gave MEKK3 PB1 HTS 90, IDE cell inh 5, PHOSPHO1 block -5, M4 PAM -3, GalR3 antag -5, CRFR2-BP ag 4.8, CRFR2-BP antag 2, IDE cell activ 0 and p-CIP stab down 10.
C[C@H](CO)N1C[C@H](C)[C@H](CN(C)C(=O)c2ccncc2)OCc2cnnn2CCCC1=O was read as M4 PAM -1, GalR3 antag -5, CRFR2-BP ag 1.2 and CRFR2-BP antag 2.
Screening Cc1cccc(Nc2ccc3nonc3c2[N+](=O)[O-])c1C returned MEKK3 PB1 HTS 104, IDE cell inh 3, PHOSPHO1 block 44, M4 PAM 1, GalR3 antag -8, CRFR2-BP ag 0.3, CRFR2-BP antag 13, IDE cell activ 1 and p-CIP stab down 3.
`CN(Cc1nc2ccccc2c(=O)[nH]1)C(=O)c1cc(-c2ccc(Br)cc2)nc2ccccc12` gave M4 PAM 3, GalR3 antag -7, CRFR2-BP ag 2.1, CRFR2-BP antag 0 and IDE cell activ -13.
CCOc1cc(/C=C2\SC(=Nc3ccccc3)N(c3ccccc3)C2=O)ccc1OCC(=O)O was read as MEKK3 PB1 HTS 107, IDE cell inh -3, PHOSPHO1 block 18, M4 PAM -4, GalR3 antag -5, CRFR2-BP ag -1.5, CRFR2-BP antag -15, IDE cell activ 1 and p-CIP stab down -23.
CC1(O)CC(c2ccc(Cl)cc2)=NN1C(=O)c1ccc([N+](=O)[O-])cc1 (stereo unspecified) was read as MEKK3 PB1 HTS 99, IDE cell inh 4, PHOSPHO1 block 9, M4 PAM -1, GalR3 antag -2, CRFR2-BP ag 74*, CRFR2-BP antag 100*, IDE cell activ 11 and p-CIP stab down 7.
Screening O=C(N/N=C(\c1ccccc1)c1ccccn1)c1cccc([N+](=O)[O-])c1 returned MEKK3 PB1 HTS 95, IDE cell inh 0, PHOSPHO1 block -10, M4 PAM 6, CRFR2-BP ag -2.8, CRFR2-BP antag 0, IDE cell activ -1 and p-CIP stab down -4.
C=CCn1c(SCc2ccc3nonc3c2)nnc1-c1cccs1 was read as MEKK3 PB1 HTS 102, IDE cell inh 1, PHOSPHO1 block 6, M4 PAM -6, GalR3 antag -9, CRFR2-BP ag -5.3, CRFR2-BP antag 26, IDE cell activ 1 and p-CIP stab down -10.
COc1ccc(CCN(C)C(=O)C2CCN(C(=O)Nc3ccccc3)CC2)cc1OC was read as IDE cell inh 3, M4 PAM 4, GalR3 antag -4, CRFR2-BP ag -1.7, CRFR2-BP antag 1 and IDE cell activ 4.
`COc1cccc(NC(=O)CN(Cc2ccccc2)S(C)(=O)=O)c1` gave MEKK3 PB1 HTS 96, IDE cell inh -2, PHOSPHO1 block -2, M4 PAM 3, GalR3 antag -4, CRFR2-BP ag -1.3, CRFR2-BP antag -11, IDE cell activ 1 and p-CIP stab down -1.
Screening COc1ccc(CCC(=O)Nc2ccc(-c3noc(-c4ccc(OC)c(OC)c4)n3)cc2)cc1 returned MEKK3 PB1 HTS 124*, IDE cell inh 1, PHOSPHO1 block 4, M4 PAM -1, GalR3 antag -2, CRFR2-BP ag 1.4, CRFR2-BP antag -18, IDE cell activ 7 and p-CIP stab down 6.
For CC(=O)NC(CCS(C)(=O)=O)C(=O)Nc1nc(C)cs1 (stereo unspecified) the results were MEKK3 PB1 HTS 106, IDE cell inh -2, PHOSPHO1 block 2, M4 PAM 0, GalR3 antag -3, CRFR2-BP ag 4.3, CRFR2-BP antag -8, IDE cell activ 1 and p-CIP stab down 4.
Cc1cc(C)c2nc(NC(=O)c3ccco3)sc2c1 was read as MEKK3 PB1 HTS 104, IDE cell inh -2, PHOSPHO1 block 43, M4 PAM 2, GalR3 antag -3, CRFR2-BP ag 1.2, CRFR2-BP antag 5, IDE cell activ -1 and p-CIP stab down -8.
For COc1cc(/C=N/NC(N)=S)ccc1OCc1ccc(C)cc1 the results were MEKK3 PB1 HTS 101, IDE cell inh 6, PHOSPHO1 block -6, M4 PAM 1, GalR3 antag 12, CRFR2-BP ag -1.0, CRFR2-BP antag -30, IDE cell activ 1 and p-CIP stab down 4.
For CC1(NC(=O)CCNC(=O)c2ccc(C(C)(C)C)cc2)CCS(=O)(=O)C1 (stereo unspecified) the results were IDE cell inh 1, M4 PAM 9, GalR3 antag -8, CRFR2-BP ag -0.6, CRFR2-BP antag -10 and IDE cell activ 0.
Cc1ccc(S(=O)(=O)N2CCC(C(=O)NCc3ccccc3Cl)CC2)cc1 was read as MEKK3 PB1 HTS 104, IDE cell inh 1, PHOSPHO1 block 2, M4 PAM 2, GalR3 antag -6, CRFR2-BP ag -2.7, CRFR2-BP antag 6, IDE cell activ -4 and p-CIP stab down -8.
CCOP(=O)(c1ccc(N(C)C)cc1)C(O)c1c(Cl)cccc1Cl (stereo unspecified) was read as MEKK3 PB1 HTS 97, IDE cell inh -9, PHOSPHO1 block 0, M4 PAM -1, GalR3 antag -5, CRFR2-BP ag 0.6, CRFR2-BP antag -19, IDE cell activ 0 and p-CIP stab down 6.

Random draw from the library; 4.2% or so of the library scored in one or more.
